Source: PubChem BioAssay (several laboratories)
PLK1 inh: inhibitors of human PLK1 kinase; P53350; recombinant PLK1 kinase, TR-FRET peptide phosphorylation; inhibition, % at 10 µM; 0.53% of 97,000 active;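 active means inhibition of 50% or more in the single-concentration screen; inactive means inhibition below 50%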;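 further: 0% = DMSO max control and 100% = H-89 dihydrochloride min control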
Target sequence (P53350 whole entry, looked up): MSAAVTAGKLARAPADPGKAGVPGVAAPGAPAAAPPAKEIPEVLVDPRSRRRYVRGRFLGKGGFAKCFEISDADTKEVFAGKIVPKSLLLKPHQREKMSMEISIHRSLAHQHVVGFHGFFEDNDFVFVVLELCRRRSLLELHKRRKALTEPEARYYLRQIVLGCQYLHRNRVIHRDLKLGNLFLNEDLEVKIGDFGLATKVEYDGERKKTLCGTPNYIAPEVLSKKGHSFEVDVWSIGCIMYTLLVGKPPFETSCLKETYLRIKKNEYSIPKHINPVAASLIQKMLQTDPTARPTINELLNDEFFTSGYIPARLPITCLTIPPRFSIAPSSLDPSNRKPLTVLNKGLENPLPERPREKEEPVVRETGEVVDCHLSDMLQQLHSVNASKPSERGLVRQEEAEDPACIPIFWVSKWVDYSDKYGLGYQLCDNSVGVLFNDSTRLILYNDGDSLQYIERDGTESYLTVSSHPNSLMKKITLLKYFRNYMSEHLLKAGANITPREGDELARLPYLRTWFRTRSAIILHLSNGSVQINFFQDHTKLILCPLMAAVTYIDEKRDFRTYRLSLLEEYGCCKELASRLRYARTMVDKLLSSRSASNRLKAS
CYP2C9 inh: inhibitors of human CYP2C9 | CYP2C9 Supersomes, luciferin-H conversion, luminescence | P11712 | 20% of 96,000 active | inhibition, % at 5 µM;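 active means blocking of liver enzyme CYP2C9 beyond about 50% at 5 µM, limit read from the data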; further: values of inactives mirror those of a sister screen read the other way
PLAP act: activators of human placental alkaline phosphatase. P05187. purified PLAP enzyme, luminescent substrate read-out; stronger effect = higher value. activation fold at 20 µM. 1.2% of 96,000 active; in the data active means activation fold above about 2
CYP2C9 act: increases human cytochrome P450 2C9 activity; recombinant CYP2C9, luciferin-H conversion, luminescence; stronger effect = higher value; factor 1 = untreated enzyme, 0 = blocked; activation factor at 5 µM; AID 1024; 1.4% of 96,000 active;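 active means activation factor of 2 or more for CYP2C9 at a 5 µM dose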;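 further: 0 = sulfaphenazole-blocked wells and 1 = vehicle-only wells; values of inactives mirror those of a sister screen read the other way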
CYP2C19 inh: human CYP2C19 inhibition; CYP2C19 Supersomes, luciferin-H EGE luminescence, 30 min; 21% of 96,000 active; AID 778; inhibition, % at 5 µM;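 active means CYP2C19 inhibition above a set limit at 5 µM in the primary screen, cut at about 50% in these data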;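 further: plate controls were negative control wells for no effect and 2.5 mM tranylcypromine positive control for full effect; values of inactives mirror those of a sister screen read the other way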
EphB4 ephrin blk: blocks human EphB4 binding to ephrin-B2. EphB4 LBD / TNYL-RAW-Alexa532 peptide, fluorescence polarization. inhibition, % at 7 µM. 0.15% of 97,000 active. AID 720;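 active means inhibition above the screen-wide mean inhibition plus 3 SD, cut at about 15% in these data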;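 further: 0% = DMSO wells and 100% = excess unlabeled TNYL-RAW peptide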
PLK1 PBD inh: blocks phosphopeptide binding to human Plk1 polo box domain. inhibition, %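 (tested at about 20 µM)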. P53350. Plk1 PBD phosphopeptide binding, fluorescence polarization. 0.13% of 97,000 active; in the data active means inhibition above about 34%, passing the limit was not always enough
CYP2C19 act: increases human CYP2C19 enzyme activity; P33261; AID 1025; activation factor at 5 µM; 96,000 tested, under 10 active; recombinant CYP2C19, luciferin-H EGE luminescence; stronger effect = higher value; 0 = fully inhibited enzyme, 1 = untreated enzyme;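 active means activation factor of at least 2 at 5 µM in the primary screen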;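 further: 0 = wells with 2.5 mM tranylcypromine and 1 = vehicle-only wells; values of inactives mirror those of a sister screen read the other way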
HIV Rev-RRE inh: HIV Rev-RRE protein-RNA interaction inhibition. inhibition, % at 8 µM. AID 704. Rev peptide-RRE RNA binding, FRET. 0.79% of 97,000 active;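 active means inhibition above the screen-wide mean plus 3 SD, cut at about 35% in these data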;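 further: 0% = median DMSO wells and 100% = median Neomycin B control wells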
Target sequence (P05866 whole entry, looked up): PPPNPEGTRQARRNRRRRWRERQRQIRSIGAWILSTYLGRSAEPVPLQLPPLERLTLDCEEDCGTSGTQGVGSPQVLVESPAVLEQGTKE
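Assay system: labelled RRE RNA duplex and labelled Rev peptide / Medium: HEPES pH 7.5 salt buffer with EDTA / Reagent: labelled Rev peptide / Schedule: 5 + 15 min at 25 °C / Signal: FRET, excitation 480 nm, emission 540 nm donor and 671 nm acceptor / Benchmarks: DMSO and neomycin B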
Numbers without * were called inactive; . = no result given; & = joins results of further samples.

SMILES	PLK1 inh	CYP2C9 inh	PLAP act	CYP2C9 act	CYP2C19 inh	EphB4 ephrin blk	PLK1 PBD inh	CYP2C19 act	HIV Rev-RRE inh
CC(=O)N1CCN(C2=NC(=O)C(=C3CCCCC3)S2)CC1	-7.0	.	.	.	.	1.0	28.0	.	4.1
CNc1c([N+](=O)[O-])cnn1-c1ccc(Cl)cc1Cl	-16.4	33.7	1.1	0.7	52.8*	1.8	0.4	0.5	3.5
CCCc1nc2ccccc2c(=O)n1/N=C/c1ccccc1O	-12.2	86.3*	1.3	0.1	61.9*	-2.2	22.6	0.4	9.1
NC(=O)c1c(NC(=O)CSc2nc3c(c(C(F)(F)F)n2)CCc2ccccc2-3)sc2c1CCCC2	-17.6	41.1	0.9	0.6	15.0	-10.7	23.0	0.8	11.2
N#Cc1ccc(CN2CCN(C(=O)c3ccccc3)CC2)c(Cl)c1	.	36.2	1.2	0.6	74.2*	.	.	0.3	.
COc1ccc(C2C(C(=O)Nc3ccccn3)=C(C)Nc3ncnn32)c(OC)c1 (stereo unspecified)	-15.5	38.4	1	0.6	-2.2	1.0	29.0	1	3.5
CCCCN1CC(O)=C(c2nc3ccccc3[nH]2)C1=N	-9.7	52.0*	1.2	0.5	70.7*	0.6	5.1	0.3	6.3
Cc1ccc2c(c1)[nH]c1c(N3CCN(Cc4ccc5c(c4)OCO5)CC3)ncnc12	.	92.9*	1.8	0.1	81.8*	.	.	0.2	.
CCOC(=O)N1CCC2(CC1)CC(=O)c1cc(O)ccc1O2	-2.2	-17.2	1	1.2	13.8	2.5	3.9	0.9	4.9
CCC(Sc1nc(=O)cc(N)n1CCc1ccccc1)C(=O)Nc1cc(C)on1 (stereo unspecified)	-21.0	27.0	1.1	0.7	38.7	-1.6	12.4	0.6	8.4
Cn1cccc1/C=N/NC(=O)c1cccnc1	-5.5	.	.	.	.	3.2	5.3	.	10.5
CCCCCCC(=O)Nc1cc2c(C)cc(=O)oc2cc1C	-14.2	-154.8	0.9	2.5*	41.4	2.1	-13.2	0.6	1.7
CCOc1ccc(C2SCC(=O)N2c2c(C)n(C)n(-c3ccccc3)c2=O)cc1 (stereo unspecified)	-7.0	70.7*	1.3	0.3	66.8*	-5.2	7.8	0.3	6.4
CCCc1cc(=O)n2[nH]c(-c3ccc(C)cc3)cc2n1	.	44.5	1	0.6	23.8	.	.	0.8	.
CCn1cc(C(=O)Nc2ccc(OC)c(OC)c2)c2cc(OC)c(OC)cc2c1=O	-6.2	9.2	1.8	0.9	1.5	6.6	-34.1	1	14.9
COc1cc(OC)c(C2C(C(=O)Nc3ccccc3)=C(C)Nc3ncnn32)cc1OC (stereo unspecified)	-4.3	-1.4	1	1	-0.1	-1.8	1.6	1	-1.4
Cc1ccc(S(=O)(=O)N2CCCCC2)cc1C(=O)Nc1ccc(N2CCOCC2)cc1	3.3	4.7	1	1	8.0	-8.1	19.9	0.9	-0.8
O=C(O)CSc1nc(-c2ccccc2)cc(=O)[nH]1	-9.8	-6.3	0.9	1.1	2.4	-2.8	13.6	1	2.1
CCOc1ccccc1NC(=O)CCCc1nc2ccccc2c(=O)[nH]1	-0.6	9.0	0.9	0.9	25.8	2.0	-8.3	0.7	5.5
CN1CCN(C(=O)c2ccc(-c3nn(C)c(=O)c4ccccc34)cc2)CC1	-13.9	.	.	.	.	0.3	-11.2	.	2.3
O=C(CN1CCN(c2ccccn2)CC1)Nc1ccc(Oc2ccccc2)cc1	-7.6	53.0*	1.1	0.5	22.3	-3.8	-13.8	0.8	8.0
COc1ccc2ccccc2c1C1CC(=O)N2CN(C)CSC2=C1C#N (stereo unspecified)	-0.5	46.3	1.1	0.5	8.8	10.0	-1.3	0.9	2.8
Cc1csc(/C(C#N)=N/O)n1	3.2	14.9	1.2	0.9	30.2	8.9	-9.2	0.7	9.5
Cc1ccc(NS(=O)(=O)c2ccc(NC(=O)C3CCCO3)cc2)cc1 (stereo unspecified)	-11.1	85.1*	1.2	0.1	91.3*	-0.4	-17.4	0.1	5.3
Cc1nc2ccccc2c2nc3ccccc3n12	-8.3	57.8*	1	0.4	40.4	-2.6	-11.9	0.6	1.5
COc1cc(C(c2sc3nc(C)nn3c2O)N2CC(C)OC(C)C2)cc(OC)c1OC (stereo unspecified)	.	1.1	1.1	1	-24.2	.	.	1.2	.
COc1ccc(-c2nnc3ccc(SCC(N)=O)nn23)cc1OC	-7.7	-12.4	0.8	1.1	-16.0	-0.2	14.6	1.2	9.6
c1ccc(-c2nc(N3CCCCCC3)nc(-n3ccnc3)n2)cc1	-10.2	2.7	1.2	1	21.6	-5.9	21.5	0.8	15.0
Cc1cccc(NC(=O)Nc2cccc(Oc3c(F)c(F)c(F)c(F)c3F)c2)c1	-9.9	20.6	0.9	0.8	0.7	5.9	-4.1	1	11.3
CCn1c(SCCN2CCCCC2)nnc1-c1ccc(S(=O)(=O)N2CCOCC2)cc1	-6.5	-2.7	1.4	1	10.0	-5.1	1.2	0.9	0.3
O=C(Nc1ccc(F)cc1F)c1cccnc1	.	46.0	0.9	0.5	16.5	.	.	0.8	.
CCSc1nnc(Cc2cc(=O)[nH]c(=O)[nH]2)n1-c1ccc(F)cc1	.	-3.6	0.9	1	-10.5	.	.	1.1	.
Cc1cccc2cc(C#N)c(SCC(=O)N3CC(=O)Nc4ccccc43)nc12	-13.3	47.6	1.2	0.5	3.9	9.7	-9.7	1	19.9
Cn1c(COc2ccc3ccccc3c2)nnc1SCC(=O)O	-6.0	-9.8	1.3	1.1	-0.9	-2.9	-24.7	1	-0.5
O=C1CC(c2ccco2)CC2=C1C(c1ccccc1)n1nc(C(F)(F)F)nc1N2 (stereo unspecified)	-6.3	62.1*	1.2	0.4	30.0	0.8	6.4	0.7	6.1
Cn1cccc1Cc1nnc(SCC(=O)NCCc2ccccc2)n1-c1ccc(F)cc1	-9.8	48.3	1.5	0.5	59.6*	0.8	-4.1	0.4	3.8
O=C(OCCN1CCOCC1)c1cccnc1	11.7&-7.1	-8.6&-4.9	1&0.8	1.1&1	33.6&-2.2	-1.6&-0.8	-35.0&-10.2	0.7&1	3.1&11.6
CCOC(=O)c1ccc(N=C2NC(=O)CS2)cc1	-9.8	44.0	1.1	0.6	24.5	5.3	5.2	0.8	10.8
N#C/C(=C\C1CC=CCC1)c1nc2ccccc2[nH]1 (stereo unspecified)	-9.3	48.7	0.8	0.5	17.0	10.6	0.2	0.8	8.6
Cc1ccc(C2CC(C(F)(F)F)n3ncc(C(=O)NCc4ccco4)c3N2)cc1 (stereo unspecified)	4.4	25.4	1	0.7	25.8	-4.6	7.5	0.7	1.9
Cc1cccc(NC(=S)NC(NC(=O)c2ccco2)C(Cl)(Cl)Cl)c1 (stereo unspecified)	-11.9	83.6*	0.8	0.2	29.4	-0.4	7.8	0.7	5.6
O=C(CSc1nnc(-c2ccncc2)n1Cc1ccco1)OC1CCCCC1	-13.4	92.1*	1.7	0.1	98.3*	-7.2	14.7	0	4.0
O=C(O)CNS(=O)(=O)c1ccc(F)cc1	-10.2	2.3	1.1	1	-0.5	-4.9	4.5	1	5.0
O=C1CCC2c3ccc4ccccc4c3CCN12 (stereo unspecified)	-9.7	.	.	.	.	-8.9	-12.5	.	2.8
CCOc1ccc(C(CC(=O)O)NC(=O)COc2ccccc2)cc1 (stereo unspecified)	-7.2	5.2	1	0.9	-2.9	-9.9	9.4	1	-1.3
CCOc1ccc(N(C(C)=O)c2nc(C)cc(C)c2C#N)cc1	-5.5	.	.	.	.	0.6	6.1	.	5.0
CCC(C(=O)NCc1ccccc1OC)n1nc(C)n2c(cc3occc32)c1=O (stereo unspecified)	-9.1	62.8*	1.5	0.4	55.9*	0.6	6.0	0.4	-2.8
Cc1cc(O)c(-c2n[nH]c3c2C(c2cccc(O)c2)N(Cc2cccnc2)C3=O)cc1Cl (stereo unspecified)	-15.1	67.2*	1.2	0.3	24.7	5.5	-14.1	0.8	3.4
CNS(=O)(=O)c1cc(C(=O)NCc2ccco2)ccc1Cl	-4.1	-55.5	0.8	1.6	-21.5	-3.8	9.3	1.2	-0.1
COC(=O)c1sccc1NC(=O)C1CC2CCC1C2 (stereo unspecified)	-3.5	-8.8	0.8	1.1	6.7	6.6	-23.2	0.9	5.0
COc1ccc(-c2csc(/C(C#N)=C(\O)CSc3nccn3C)n2)cc1OC	-8.1	68.7*	1.7	0.3	19.0	2.2	5.0	0.8	8.3
OCCNc1nc(-c2ccccc2)c2ccccc2n1	-0.3	6.7	1	0.9	4.7	-8.6	-10.6	1	3.6
CCCCC(O)(CCN1CCOCC1)c1ccc(Cl)cc1 (stereo unspecified)	-1.4	21.5	1.5	0.8	38.2	2.6	-9.9	0.6	13.2
CCOC(=O)CC(N)c1ccc2c(c1)OCO2 (stereo unspecified)	-3.2	8.4	0.9	0.9	52.3*	-8.1	-42.8	0.5	2.2
N#CC(c1ccc(Cl)cc1)c1ccc2c(C(F)(F)F)cc(C(F)(F)F)nc2n1 (stereo unspecified)	-6.3	75.9*	1.2	0.2	77.1*	0.3	32.5	0.2	-0.4
COc1cc(CN2CCC(C(=O)N3CCCC(C)C3)CC2)cc(Br)c1O (stereo unspecified)	-4.6	-11.1	1.3	1.1	-8.4	0.6	17.2	1.1	-1.1
COC(=O)C1=C(N)Oc2cc(C)n(CCCn3ccnc3)c(=O)c2C1c1ccc(Cl)cc1 (stereo unspecified)	-9.2	96.6*	1.6	0	99.3*	2.9	4.6	0	4.5
O=C(NCCOc1nc(N2CCOCC2)nc(N2CCOCC2)n1)Nc1ccc(Cl)cc1	-11.2	15.7	0.9	0.8	30.6	1.6	-5.7	0.7	10.4
Cc1ccc2[nH]c(=O)c(CN(Cc3ccc4c(c3)OCO4)Cc3nnnn3C3CCCC3)cc2c1	.	61.0*	1.4	0.4	42.0	.	.	0.6	.
CC1CCc2c(sc(NC(=O)Cn3nc(C(F)(F)F)c4c3CCCCC4)c2C#N)C1 (stereo unspecified)	-5.1	12.4	1.1	0.9	-1.7	-9.2	-16.9	1	22.6
CCCCOC(=O)c1c(C)oc2ccc(NS(=O)(=O)c3ccc4c5c(cccc35)C(=O)N4)cc12	-8.1	95.9*	1.8	0	65.8*	-9.3	34.0	0.3	4.0
CC(C)C(C(=O)OCC(=O)c1ccc2c(c1)NC(=O)CO2)N1C(=O)c2ccccc2C1=O (stereo unspecified)	.	7.0	0.9	0.9	14.9	.	.	0.9	.

In a second layout: results already given.
Order of results: PLK1 inh | CYP2C9 inh | PLAP act | CYP2C9 act | CYP2C19 inh | EphB4 ephrin blk | PLK1 PBD inh | CYP2C19 act | HIV Rev-RRE inh
Cc1cc(O)c(-c2n[nH]c3c2C(c2cccc(O)c2)N(Cc2cccnc2)C3=O)cc1Cl (stereo unspecified)
→ -15.1 | 67.2* | 1.2 | 0.3 | 24.7 | 5.5 | -14.1 | 0.8 | 3.4
CNS(=O)(=O)c1cc(C(=O)NCc2ccco2)ccc1Cl
→ -4.1 | -55.5 | 0.8 | 1.6 | -21.5 | -3.8 | 9.3 | 1.2 | -0.1
COC(=O)c1sccc1NC(=O)C1CC2CCC1C2 (stereo unspecified)
→ -3.5 | -8.8 | 0.8 | 1.1 | 6.7 | 6.6 | -23.2 | 0.9 | 5.0
COc1ccc(-c2csc(/C(C#N)=C(\O)CSc3nccn3C)n2)cc1OC
→ -8.1 | 68.7* | 1.7 | 0.3 | 19.0 | 2.2 | 5.0 | 0.8 | 8.3
OCCNc1nc(-c2ccccc2)c2ccccc2n1
→ -0.3 | 6.7 | 1 | 0.9 | 4.7 | -8.6 | -10.6 | 1 | 3.6
